# USP2a inh – USP2a (human) protease inhibition; USP2 core, Ub-CHOP2 coupled fluorogenic reporter, 485/531; AID 463254; O75604; Potency, µM (doses to about 38.3 µM), for the others: top-dose activity change, negative = inhibition, hits mostly inhibitors; hit rate 0.01% among 330,000;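 further: potency means the concentration at half of the fitted maximal effect; plate controls were DMSO wells for no effect and full inhibition by NEM control for full effect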
#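 Cell-free coupled assay: 10nM USP2 core preincubated 30min RT with compound in Tris-HCl pH 8.0/CaCl2/CHAPS buffer, then 25nM Ub-CHOP2 and 25nM reporter substrate; fluorescence (Ex 485/Em 531) read after 60min RT, normalized to NEM inhibition, concentration-response curves fitted.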
# Coupling enz – coupling enzyme interference in Giardia aldolase counter-screen; coupling enzyme system counterscreen, AmpLite Red fluorescence; activity change, negative = inhibition, % at 58.2 µM, hits read low; hit rate 0.67% among 290,000; AID 2472; in the data active means activity change below about -30%
#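 Counterscreen of the coupled detection system alone, without aldolase: glyceraldehyde-3-phosphate coupling enzymes plus AmpLite Red readout. Compounds at 57.5 uM final, 10 min RT preincubation, 20 min RT reaction, fluorescence 525/598 nm.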
# hERG WT inh – inhibitors of human wildtype KCNH2 potassium channel; U2OS, BacMam KCNH2, thallium flux FluxOr; active compounds read low; AID 720551; activity change, % at 1.84 µM; Q12809; hit rate 0.37% among 340,000;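 active means maximum activity change below -70%; inconclusive means maximum activity change between -70% and -50%; inactive means maximum activity change above -50%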
# Target sequence (Q12809 whole entry, looked up): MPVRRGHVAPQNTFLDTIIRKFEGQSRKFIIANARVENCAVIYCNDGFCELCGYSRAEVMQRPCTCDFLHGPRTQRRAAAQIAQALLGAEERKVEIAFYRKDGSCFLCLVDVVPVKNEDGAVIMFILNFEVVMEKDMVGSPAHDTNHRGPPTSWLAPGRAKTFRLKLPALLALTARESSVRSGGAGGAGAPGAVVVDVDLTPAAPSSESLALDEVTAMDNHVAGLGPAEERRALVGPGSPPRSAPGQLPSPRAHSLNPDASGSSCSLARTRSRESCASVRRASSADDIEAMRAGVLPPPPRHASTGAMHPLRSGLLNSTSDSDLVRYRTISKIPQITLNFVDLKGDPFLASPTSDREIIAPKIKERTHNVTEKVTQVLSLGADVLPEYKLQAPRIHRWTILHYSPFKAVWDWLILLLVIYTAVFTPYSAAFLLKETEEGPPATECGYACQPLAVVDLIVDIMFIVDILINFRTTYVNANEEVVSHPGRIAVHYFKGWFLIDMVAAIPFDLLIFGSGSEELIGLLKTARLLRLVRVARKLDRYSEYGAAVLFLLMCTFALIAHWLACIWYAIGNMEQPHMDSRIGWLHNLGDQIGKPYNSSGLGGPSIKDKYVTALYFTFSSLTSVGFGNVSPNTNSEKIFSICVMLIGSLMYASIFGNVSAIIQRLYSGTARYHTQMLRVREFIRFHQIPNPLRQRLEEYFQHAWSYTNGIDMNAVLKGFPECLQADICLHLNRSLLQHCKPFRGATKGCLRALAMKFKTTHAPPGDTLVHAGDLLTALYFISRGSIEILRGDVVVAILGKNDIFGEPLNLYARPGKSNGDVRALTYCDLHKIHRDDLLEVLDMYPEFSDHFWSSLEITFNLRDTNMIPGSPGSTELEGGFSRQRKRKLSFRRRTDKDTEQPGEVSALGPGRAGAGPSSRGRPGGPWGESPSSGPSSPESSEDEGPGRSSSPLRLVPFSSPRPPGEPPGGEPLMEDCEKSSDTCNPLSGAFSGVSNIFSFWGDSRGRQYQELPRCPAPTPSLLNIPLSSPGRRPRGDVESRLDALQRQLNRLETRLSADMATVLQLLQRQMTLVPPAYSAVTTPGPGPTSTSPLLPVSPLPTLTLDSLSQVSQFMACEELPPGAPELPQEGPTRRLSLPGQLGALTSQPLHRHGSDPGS
#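 U2OS cells transduced with wild-type KCNH2 virus are loaded with FluxOr dye for 45 min, and thallium flux is measured in kinetic reads before and after stimulation buffer. Rate constants are normalized to DMSO controls.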
# Eya2 inh – inhibitors of human Eya2 phosphatase activity | O00167 | recombinant Eya2, OMFP fluorescence dephosphorylation (OMFP is methylfluorescein phosphate) | Potency, µM (titrated, usually from 76.9 µM), without a hit: at the top dose activity, negative = inhibition, usual class: inhibitors | AID 488837 | hit rate 0.006% among 330,000; further: potency means the concentration at half of the fitted maximal effect
#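 Eya2 (0.2 uM) preincubated 10 min at ambient with compound, then OMFP substrate added at 50 uM; 10 min reaction in 50 mM HEPES pH 7.5, 50 mM NaCl, 5 uM MgCl2, 0.05% BSA, 1 mM DTT. Fluorescence read at Ex 485/Em 525 nm.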
# KCNH2 3.1 inh – inhibitors of human KCNH2 3.1 potassium channel isoform; U2OS KCNH2 3.1, thallium flux FluxOr; active compounds read low; hit rate 0.95% among 340,000; activity change, % (tested at about 1.8 µM);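 active means maximum activity change below -70%; inconclusive means maximum activity change from -70% to -50%; inactive means maximum activity change above -50%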;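 further: thallium influx rate constant from kinetic fluorescence after stimulation buffer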
#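 Thallium flux read-out: FluxOr dye with Red40 quencher in HBSS/HEPES, 45 min at RT. Rate constants from kinetic reads were normalized to positive and negative DMSO controls. Cells: U2OS virally expressing the 3.1 isoform.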
# uPA generation – inhibitors of cell surface uPA generation; hit rate 0.31% among 330,000; Potency, µM (titrated, usually from 38.3 µM), for inactives: at the highest dose activity change, negative = inhibition, hits mostly inhibitors; cell surface uPA generation assay, qHTS; AID 540303; active means well fitted inhibition curve with a large enough effect; inconclusive means small, poorly fitted or top-dose-only effect; inactive means no such curve, though single readings can be large or run the other way; tested in mouse RAW 264.7 cells; further: potency means the concentration at half of the fitted maximal effect; nearly all actives have a fitted effect of over 55% in size
# BCR signal inh – inhibitors of chronic active B-cell receptor signaling | AID 493014 | Potency, µM (highest dose often 46.1 µM), without a hit: top-dose ratio change, negative = lower green/red ratio, hits mostly inhibitors | hit rate 0.05% among 340,000 | ABC-DLBCL IkBa-CBG/CBR reporter, luminescence ratio, 4 h; active means well fitted inhibition curve with a large enough effect in the signal ratio, with a control signal flat, not every such curve was filed as active; inconclusive means small, poorly fitted or top-dose-only effect, or effect the other way, or a change in a side signal; the % refers to the signal ratio;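 further: potency means the concentration at half of the fitted maximal effect; plate controls were basal doxycycline-induced cells for no effect and cells given 10 µM MG132 for full effect; MG132 reads +100%, hits lower the ratio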
#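 TMD8 ABC-DLBCL cells carrying doxycycline-inducible green luciferase fused to IkappaBalpha plus unfused red luciferase were exposed to compounds (up to 46 uM) for 4 hrs at 37C. Activity came from the overlap-corrected green/red luminescence ratio.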
# B2AR arrestin – beta2AR (human) beta-arrestin recruitment activity; P07550; beta-arrestin recruitment to beta2AR, cell-based reporter; Potency, µM (top dose mostly 46.1 µM), for the others: at the highest dose activation, usual class: activators; hit rate 0.02% among 330,000;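 further: potency means the concentration at half of the fitted maximal effect; 0% = DMSO controls and full agonism = EC100 isoproterenol or metaproterenol; nearly all actives have a fitted effect of over 65% in size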
# Giardia kill – Giardia lamblia killing | Giardia lamblia trophozoite viability | activity change, % at 7.66 µM, hits read low | hit rate 0.15% among 340,000; in the data active means activity change below about -80%; inconclusive means between about -30% and that limit;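 further: parasites exposed to compound for two days anaerobically before the ATP read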
#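 Luminescence from cellular ATP indicates surviving trophozoites (100 cells/well) following 48 hrs anaerobic compound treatment at 37 deg C; signal develops 15-30 min at room temperature.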
# GALK inh – blocks human galactokinase activity. Purified GALK, Kinase-Glo residual ATP luminescence. Potency, µM (series often up to 57.5 µM), for the others: top-dose activity change, negative = inhibition, hits mostly inhibitors. hit rate 0.007% among 270,000. AID 1868; further: potency means the concentration at half of the fitted maximal effect
#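 Compounds were pin-transferred into ATP buffer (35 uM final), then GALK plus galactose (5 nM, 100 uM final) was added. After 1 h at room temperature, Kinase-Glo Plus was added and luminescence read after 10 min.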
# PKM2 activator – PKM2 (human) enzyme activation; P14618; purified PKM2, Kinase-Glo ATP luminescence, activation; response scale: 0% is enzyme alone, no compound; Potency, µM (highest dose often 57.5 µM), for the others: top-dose activation, actives largely listed as activators; hit rate 0.34% among 260,000; further: potency means the concentration at half of the fitted maximal effect; nearly all actives have a fitted effect of over 55% in size
#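 Purified hPK-M2 (>95% pure) converted ADP (0.1 mM final) to ATP with 0.5 mM PEP in 50 mM imidazole pH7.2, KCl, MgCl2, Tween 20, BSA; 1 h at room temperature. ATP detected by Kinase-Glo luminescence.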
# * marks the source's active call; other numbers are inactive results; ? = inconclusive; . = no result given; [ ] = remark or other dose. Unless noted, the call rests on the fitted dose curve; in most records, active means well fitted curve in the direction sought with a large enough effect; inconclusive means small, poorly fitted or top-dose-only effect, or another doubt; inactive means no such curve, though single readings can be large; an effect the other way counts as inactive or inconclusive. Unless noted, on the % scale 0 is the no-effect control and ±100 the full control effect.
Molecule	USP2a inh	Coupling enz	hERG WT inh	Eya2 inh	KCNH2 3.1 inh	uPA generation	BCR signal inh	B2AR arrestin	Giardia kill	GALK inh	PKM2 activator
O=C(c1cccs1)N1N=C(c2ccccc2)CC1c1ccccc1O (configuration not stated)	-3%	1	9	-6%	-2	5%	?	0.2%	3	0%	4%
CCCCNC(=O)COC(=O)c1ccc(C)c(NC(=O)c2ccco2)c1	0%	0	-5	10%	2	6%	-1%	0.1%	9	0%	-1%
CN(C)c1ccc(C#Cc2ccc3cc(CCO)oc(=O)c3c2)cc1	2%	.	-1	-23%	-6	?	?	2.1%	?	.	.
CCc1ccc(NC(=O)c2sc3nc4n(c(=O)c3c2C)CCC4)cc1	1%	.	8	1%	-91*	-15%	?	0.3%	35[activator]	-4%	.
CC(Nc1ccc2c(c1)OCCO2)C(=O)N1CCc2ccccc21 (configuration not stated)	3%	-3	-1	-5%	10	2%	?	0.3%	-5	12%	9%
CCNC(=O)Nc1ccc(S(=O)(=O)Nc2cnc(C)nc2C)cc1	-6%	6	6	5%	-11	2%	4%	0.5%	-28	-2%	.
CC1(C)Cc2cccc(OCC(=O)Nc3cc(C(F)(F)F)ccc3N3CCOCC3)c2O1	6%	3	0	3%	-11	0%	19%	1.1%	-2	-7%	-13%
NS(=O)(=O)c1ccc(CCNC(=O)CSc2nc3ccsc3c(=O)n2CC2CCC(C(=O)O)CC2)cc1 (configuration not stated)	1%	1	-4	2%	10	18%	-6%	2.8%	7	11%	2%
CNc1nccc(-c2ccc(F)cc2)c1C#N	10%	3	7	6%	3	-1%	2%	-0.3%	4	0%	10%
NC(=O)c1nnn(-c2nonc2N)c1-c1ccc([N+](=O)[O-])cc1	-1%	0	-12	-7%	0	14%	15%	-0.1%	40[activator]	0%	29%
O=[N+]([O-])c1ccccc1CSc1nnc2ccccn12	8%	-2	5	-3%	1	0%	-8%	0.0%	-7	5%	-1%
N#C/C(C(=O)NCc1ccccc1)=C1/N=C(NC(=O)c2ccco2)c2ccccc21	0%	0	0	15%	3	2%	-7%	0.6%	10	0%	-1%
O=C(Nc1cccc(Cl)c1)c1ccc2c(=O)n3c(nc2c1)CCCCC3	2%	4	-14	-5%	-33	-6%	?	0.4%	1	-1%	0%
NC(=O)c1c(C(F)(F)F)cc(-c2ccccc2)nc1NCCO	1%	3	2	-5%	-8	5%	1%	0.0%	-6	-1%	5%
O=C1N=c2ccccc2=C1c1sc(NS(=O)(=O)Cc2ccccc2)nc1O	0%	10	12	-6%	6	11%	?	-0.7%	10	-4%	-18%
C/C(=N/NC(=O)CCC(=O)Nc1ccc(Br)cc1)c1ccc(Br)cc1	1%	5	3	-2%	-5	-6%	-4%	-0.8%	-10	0%	.
c1cnc2ccc(C(c3nnnn3C3CCCC3)N3CCN(c4nc5ccccc5s4)CC3)cc2c1 (configuration not stated)	-3%	1	-18	-19%	-44	-3%	2%	-0.2%	9	-2%	3%
COCc1ccc(C(=O)N2CCCC(N(C)Cc3ccccc3)C2)s1 (configuration not stated)	-2%	.	-5	10%	10	0%	-2%	-0.2%	-9	7%	-2%
Cc1ccccc1NC(=S)NCc1cccn1C	-6%	1	-17	-6%	-7	7%	-1%	-2.6%	-14	0%	-5%
O=c1[nH]c(COc2ccccc2)nc2ccccc12	-12%	2	-3	17%	-2	?	?	0.4%	-7	6%	.
CCN(C(=O)CN1C(=S)NC(C)(C)CC1C)c1ccc(C)c(C)c1 (configuration not stated)	1%	-2	-10	-10%	-6	0%	2%	-0.7%	3	9%	0%
Cc1ccc(S(=O)(=O)CCSc2nc(C)cc(C(F)(F)F)c2C#N)cc1	2%	4	-2	-1%	9	-14%	?	0.5%	-6	-2%	?
CCc1ccc(OCCOCCN2CCN(C)CC2)cc1	-18%	-7	6	10%	4	0%	0%	0.1%	7	-7%	4%
CC1CC1C(=O)OCC(=O)NCc1ccccc1 (configuration not stated)	8%	.	-8	-4%	-4	1%	3%	-0.2%	-8	.	.
OC12CCCCC1C(c1ccc3c(c1)OCO3)N(Cc1cccc(F)c1)CC2 (configuration not stated)	1%	-2	0	-4%	0	2%	6%	-0.4%	-4	4%	-7%
COc1cccc(OCCNS(=O)(=O)c2cccc([N+](=O)[O-])c2)c1	-1%	2	3	-1%	-35	3%	-5%	-0.5%	-19	0%	5%
COCCN1Cc2cccc(C(=O)NCc3cccnc3)c2C1=O	-10%	3	-1	16%	-2	-8%	-2%	0.2%	6	1%	4%
CN1CCN(C(=S)Nc2ccc(Cl)c(Cl)c2)CC1	3%	0	3	-4%	0	-3%	1%	-0.8%	-20	.	4%
CC1CCN(C(=O)COC(=O)c2cc(S(=O)(=O)N3CCOCC3)ccc2Cl)CC1	-1%	.	-4	-23%	6	2%	14%	-0.3%	-30	.	.
CN(C)S(=O)(=O)n1cc(/C=C(\NC(=O)c2ccccc2)C(=O)NCCN2CCOCC2)c2ccccc21	0%	.	0	-1%	11	-8%	-6%	-0.1%	5	1%	.

# Three compounds already listed, sorted by their value in Eya2 inh, rising:
smiles	Eya2 inh
c1cnc2ccc(C(c3nnnn3C3CCCC3)N3CCN(c4nc5ccccc5s4)CC3)cc2c1 (configuration not stated)	-19%
CN(C)S(=O)(=O)n1cc(/C=C(\NC(=O)c2ccccc2)C(=O)NCCN2CCOCC2)c2ccccc21	-1%
CCc1ccc(NC(=O)c2sc3nc4n(c(=O)c3c2C)CCC4)cc1	1%

# Carrying on.
Molecule,USP2a inh,Coupling enz,hERG WT inh,Eya2 inh,KCNH2 3.1 inh,uPA generation,BCR signal inh,B2AR arrestin,Giardia kill,GALK inh,PKM2 activator
Cc1cc2c(cc1S(=O)(=O)NCc1ccccc1)NC(=O)CO2,0%,.,-4,15%,-30,2%,7%,0.1%,26,.,.
COc1ccc(CNS(=O)(=O)c2c(C(=O)N3CCCCCC3)c(C)n(C)c2C)cc1,0%,3,-11,15%,14,-2%,-10%,0.0%,27,7%,-2%
CSCCC(NS(=O)(=O)c1ccc(C)cc1)C(=O)Nc1ccc(C)cn1 (configuration not stated),2%,.,-2,9%,-19,3%,2%,0.3%,8,.,.
CCn1c(=S)sc2c(=O)n(CC(=O)Nc3cccc(Cl)c3)c(C)nc21,-8%,7,7,-3%,-11,-7%,?,-0.6%,-4,13%,-2%
COC(=O)c1cc(S(=O)(=O)Nc2ccc(C)c(F)c2)c[nH]1,2%,-3,11,-3%,-22,9%,0%,0.2%,2,.,28%
CN(C)S(=O)(=O)c1cc(NC2CC(=O)N(c3ccc(F)cc3)C2=O)ccc1Cl (configuration not stated),3%,-2,-7,13%,-2,-6%,0%,0.2%,-2,0%,-29%
CCN(CC(=O)Nc1cc(Cl)ccc1C)C(=O)c1ccc(=O)n(Cc2ccccc2)n1,4%,0,0,-21%,-10,23%,2%,-0.1%,27,-8%,-7%
CC1=NN(c2ccc(C)cc2)C(=O)/C1=C\C=C\c1ccccc1,5%,1,-2,5%,10,3%,-8%,-0.4%,-14,.,-9%
COc1ccc(OC)c(S(=O)(=O)NCC(c2ccc(F)cc2)N2CCN(C)CC2)c1 (configuration not stated),0%,.,21,21%,-9,0%,5%,0.3%,2,.,.
COc1ccc(CNN2CCCCC2C(=O)Nc2ccc(OC)c(OCC(C)C)c2)cc1OC (configuration not stated),7%,0,-3,-11%,8,-1%,-15%,0.3%,-24,5%,1%

# Individual results from above:
# Eya2 inh with `CSCCC(NS(=O)(=O)c1ccc(C)cc1)C(=O)Nc1ccc(C)cn1` (configuration not stated) stands at 9%
# PKM2 activator with `CC1=NN(c2ccc(C)cc2)C(=O)/C1=C\C=C\c1ccccc1` stands at -9%

# Rows were taken by chance. About 2.4% of those tested had a hit in this group.
